MC4R barr agon = agonists of human melanocortin 4 receptor (MC4R) beta-arrestin. P32245. U2OS MC4R beta-arrestin complementation, luminescence; percent of melanotan II response, DMSO zero. activation, % at 8.9 µM. 360,000 tested, 0.98% active. AID 540308;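 active means activation above a per-plate cutoff, the mean activation of sample wells on that plate plus 3 SD, cut at about 8% in these data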
N-glyco inh = blocks N-linked glycosylation in D54 reporter cells; D54 ERlucT glycosylation luciferase reporter, 24 h; percent of 100 nM tunicamycin response; reporter increase, % at 12.5 µM; 360,000 tested, 0.23% active; AID 588692;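 active means mean luciferase reporter signal, scaled so untreated is 0 and the glycosylation-blocking control 100, at or above a set limit in every replicate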;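 further: luciferase carries N-glycosylation sites so blocking glycosylation raises the light; 0% = median of neutral control wells and 100% = median of 100 nM tunicamycin wells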
aDG glyco act = increases alpha dystroglycan glycosylation; Pro5-aDG cells, alpha-DG glycosylation AlphaScreen (IIH6); 0% Pro5, 100% B10-LARGE cell signal; activation, % at 10 µM; 360,000 tested, 0.22% active;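 active means activation of at least 8% versus controls, or a plate z-score of at least 8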;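 further: Pro5 are CHO cells carrying HIG-tagged alpha-DG that lacks glycosylation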
Exocytosis inh = blocks lytic granule exocytosis; TALL-104 LAMP-1 surface exposure, flow cytometry; cells stimulated with thapsigargin and PMA; AID 651702; inhibition, % at 10 µM; 360,000 tested, 0.66% active;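 active means inhibition above about 55%, limit read from the data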
NOD2 RIPK2 PPI = blocks binding of human NOD2 to RIPK2; O43353; CHO BLA complementation NOD2-RIPK2, CCF4 ratio; inhibition, % at 4.98 µM; 360,000 tested, 0.38% active; in the data active means inhibition above about 21%;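 further: 0% = vehicle only and 100% = reference blocker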
TLR9-MyD88 inh = blocks human TLR9 binding to MyD88. 340,000 tested, 0.21% active. AID 504734. CHO BLA complementation TLR9-MyD88, CCF4 FRET ratio. Q9NR96+Q99836. inhibition, % at 4.98 µM;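 active means inhibition above the mean over all tested compounds plus 3 SD, cut at about 21% in these data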;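 further: 0% = DMSO only wells and 100% = clavulanate BLA inhibitor control wells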
MC4R antagonist = blocks human MC4R cAMP signaling; P32245; MC4R-expressing cells, MTII-stimulated cAMP, LANCE TR-FRET; inhibition, % at 6.5 µM; 360,000 tested, 0.48% active; AID 540295;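 active means inhibition above its plate's cutoff, the mean of tested wells on that plate plus 3 SD, cut at about 29% in these data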;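 further: 0% = Melanotan II alone and 100% = Melanotan II plus saturating MCL0020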
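Test system: U2OS cells stably expressing human melanocortin 4 receptor (MC4R); also added: Melanotan II challenge; compound: 6.5 µM single dose; timing: 30-min compound preincubation, 1-h Melanotan II challenge, 1-h detection, room temperature; signal: Eu-cAMP/anti-cAMP TR-FRET, emission 671 nm; repeats: one well per compound, no replicates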
ABCB6 inh MLPCN = inhibitors of human ABC transporter ABCB6. fluorescence ratio to DMSO, % at 10 µM. 360,000 tested, 0.19% active. AID 602162. K562-ABCB6 porphyrin accumulation, flow cytometry, 1 h; stronger effect = lower value. Q9NP58;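 active means fluorescence ratio to DMSO below 75%, the collection mean minus 3 SD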;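 further: signal is porphyrin accumulated inside mitochondria; 100% equals median channel fluorescence of DMSO control wells; lower ratio means ABCB6 inhibition with less porphyrin fluorescence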
Target sequence (Q9NP58 whole entry, looked up): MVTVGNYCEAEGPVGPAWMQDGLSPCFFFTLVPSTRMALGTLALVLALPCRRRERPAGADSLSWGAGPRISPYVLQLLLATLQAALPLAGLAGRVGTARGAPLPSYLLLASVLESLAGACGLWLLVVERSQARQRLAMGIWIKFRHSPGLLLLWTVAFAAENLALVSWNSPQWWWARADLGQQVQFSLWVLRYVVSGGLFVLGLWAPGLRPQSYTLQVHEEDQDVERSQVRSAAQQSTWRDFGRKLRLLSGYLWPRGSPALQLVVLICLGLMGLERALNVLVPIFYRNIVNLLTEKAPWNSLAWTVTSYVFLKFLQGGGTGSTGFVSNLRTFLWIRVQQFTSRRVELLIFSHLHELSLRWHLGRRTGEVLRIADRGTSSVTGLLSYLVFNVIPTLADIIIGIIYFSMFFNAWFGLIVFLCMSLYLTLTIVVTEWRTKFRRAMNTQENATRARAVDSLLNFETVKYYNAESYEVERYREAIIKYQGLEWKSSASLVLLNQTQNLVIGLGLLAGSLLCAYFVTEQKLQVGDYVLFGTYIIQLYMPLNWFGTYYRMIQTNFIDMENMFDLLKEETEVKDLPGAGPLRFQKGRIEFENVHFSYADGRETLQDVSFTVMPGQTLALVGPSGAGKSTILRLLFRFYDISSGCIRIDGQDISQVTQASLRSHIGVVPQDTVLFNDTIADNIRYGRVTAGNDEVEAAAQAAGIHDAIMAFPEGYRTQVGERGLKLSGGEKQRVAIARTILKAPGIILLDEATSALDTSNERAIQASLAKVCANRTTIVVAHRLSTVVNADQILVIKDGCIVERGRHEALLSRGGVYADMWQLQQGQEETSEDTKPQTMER
Vif inh = HIV Vif inhibition. HEK293T cells, Vif self-association by quenched fluorescence, imaging, 24 h. inhibition, % at 7.49 µM. 340,000 tested, 0.35% active; in the data active means inhibition above about 50%, passing the limit was not always enough; further: some results filed as inactive read as strong as hits
ABHD5 PLIN5 PPI = blocks binding of human ABHD5 to perilipin-5 | inhibition, % at 4 µM | Q00G26+Q8WTS1 | 360,000 tested, 0.78% active | Split G. princeps luciferase complementation, luminescence, 4 h | AID 602281;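 active means inhibition above the mean inhibition across every tested compound plus 3 SD, cut at about 22% in these data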;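 further: 0% = DMSO only wells and the 100% control is not disclosed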
The depositor's hits bear a star; . = no result given. The list is partial (hit frequency here may not be typical).

cpd	mol	MC4R barr agon	N-glyco inh	aDG glyco act	Exocytosis inh	NOD2 RIPK2 PPI	TLR9-MyD88 inh	MC4R antagonist	ABCB6 inh MLPCN	Vif inh	ABHD5 PLIN5 PPI
1	Cc1cc(Cl)ccc1NC(=O)C1COc2ccccc2O1 (configuration not stated)	-0.2	1	0.1	-10	-3	2	-2	96	-11	0
2	Cc1nc(C)c(-c2ccc(SCC(=O)Nc3cccc(Cl)c3)nn2)s1	2.5	0	1.0	6	-12	-6	1	96	-16	4
3	O=C(COC(=O)[C@@H]1CCCN1S(=O)(=O)c1ccccc1F)NCc1ccc2c(c1)OCO2	1.7	4	0.8	-2	-1	-1	6	95	8	2
4	COCCNc1nc(-c2ccccc2)nc2c1oc1ccccc12	0.8	2	0.1	4	0	8	8	98	7	0
5	Cc1ccc(C(=O)N/N=C2\SCC(=O)N2c2cc(C)ccc2C)cc1	-0.3	3	0.0	-2	-3	2	-1	99	5	-7
6	Cc1occc1C(=O)Nc1ccc2ccccc2c1	4.2	-6	0.2	1	1	0	-9	98	4	-3
7	O=S(=O)(CCSc1ccc(C(F)(F)F)cn1)c1ccccc1	-1.6	-4	-0.2	3	-12	8	-2	93	8	3
8	CC(C)(C)c1ccc(OCC(=O)NNC(=S)NC(=O)c2ccco2)c(Br)c1	-3.7	0	1.2	1	-6	-13	10	93	.	-5
9	Cc1ccc(-n2ccnc2SCC(=O)O)c(C)c1	-0.3	-1	-0.5	-1	1	3	0	100	-7	-1
10	Cc1ccc(CN2CCN(Cc3cccc4c3OCO4)CC2CCO)cc1 (configuration not stated)	-0.3	2	0.2	-2	7	0	3	99	2	2
11	CCn1cc(C(=O)O)c(=O)c2cc(F)c(N3CCN(C(=S)NC(=O)c4ccccc4C)CC3)cc21	-0.6	2	-0.2	-1	-2	1	13	89	-2	2
12	CN1CCN(CC(=O)c2cc(C(C)(C)C)c(O)c(C(C)(C)C)c2)CC1	0.1	2	0.1	23	3	-8	3	97	-2	12
13	CN(CCc1ccccc1)C(=O)c1cccc(NC(=O)Cc2cccc(NC(=O)C3CCN(C(=O)c4ccccc4)CC3)c2)c1	0.1	1	0.5	-2	-3	-13	5	99	.	-10
14	CCCCSc1cc(=O)[nH]c(N)n1	4.5	3	0.0	1	4	-5	-1	100	5	14
15	COC(=O)c1cc2sccc2n1Cc1nc(-c2ccc(OC)cc2)oc1C	7.4	-11	-0.1	-3	-15	-7	3	98	-12	-1
16	Cc1ccc2cc(CCNC(=O)c3cccc([N+](=O)[O-])c3)c(=O)[nH]c2c1C	-1.5	3	0.7	0	0	1	0	96	-4	-2
17	C[C@@H](NC(=O)[C@@H]1Cc2ccccc2CN1C(=O)OC(C)(C)C)C(=O)NCc1ccco1	1.1	2	0.0	2	-7	6	-1	100	4	7
18	COc1ccc(NC(=O)CS(=O)CC(=O)Nc2ccc(NC(C)=O)cc2)cc1 (configuration not stated)	-0.8	4	0.1	-8	7	8	-2	93	-12	1
19	O=C(Nc1nnc(-c2cc(Cl)ccc2Cl)o1)C1=COCCO1	-2.0	0	0.0	8	-4	-3	6	98	-2	7
20	CC(C)C[C@@H](CN1CCC[C@@H]1CN1C(=O)C(=O)NC[C@@H]1Cc1ccccc1)N1C[C@H](Cc2ccc(O)cc2)N(CC2CCCCCC2)C(=O)C1=O	-0.1	-2	-0.1	-10	-14	11	-3	97	-12	5
21	O=C(c1ccc2c(c1)OCO2)C1CCCN(Cc2c(F)ccc(F)c2F)C1 (configuration not stated)	-1.0	-2	-0.1	0	-4	9	5	99	-7	-8
22	Cc1ccc(S(=O)(=O)Cc2ccc(C(=O)N3CCN(c4cc(C)ccc4C)CC3)o2)cc1	-1.7	9	-0.5	1	-11	-12	17	97	-14	6
23	CCCCCCCN1CCC(=O)N(CCO)CC1	-0.7	-1	0.3	-4	3	-15	-4	101	-4	-2
24	CC(C)Nc1nc(Cl)nc(NNC(=O)C(C)Oc2ccccc2)n1 (configuration not stated)	-0.3	3	0.2	-3	6	-5	-2	92	3	-3
25	O=c1cc(-c2ccccc2)[nH]c2ccc(F)cc12	-2.3	23	-0.1	42	-10	5	-17	101	6	-1
26	CC[C@]12c3[nH]c4cc(CCC(=O)N(C)C)ccc4c3CCN1C(=O)[C@@H](CC(=O)NCc1cccc(C(F)(F)F)c1)C[C@@H]2C(=O)N1CCN(C(=O)C2CC2)CC1	-0.8	1	0.1	-5	4	7	8	98	-2	-6
27	CC(C(=O)NCc1ccccc1)N1CCN(c2ccc(F)cc2)CC1 (configuration not stated)	-2.8	3	0.0	13	1	7	-3	95	0	-4
28	Cn1c(=O)c2ncn(CC(=O)NCCOc3ccc(C(C)(C)C)cc3)c2n(C)c1=O	-0.2	0	0.2	-2	1	0	0	87	-3	2
29	CC1Sc2ccccc2N(CC(=O)N(C(C)C)C(C)C)C1=O (configuration not stated)	0.7	1	-0.3	0	-10	-9	1	88	.	-6
30	CCc1nnc(NC(=O)CSc2nnc(C)n2Cc2ccccc2)s1	-1.4	5	0.2	1	-14	-8	2	100	6	1
31	Cc1cccc(C)c1NC(=O)CS(=O)CC(=O)NC1CCCc2ccccc21 (configuration not stated)	-1.4	-1	-0.1	-4	-9	3	6	101	13	-5
32	CCO[C@H]1OC(C(=O)NC2CC2)=C[C@@H](c2ccc(C(F)(F)F)cc2)[C@@H]1CCCO	0.2	3	0.3	6	-9	6	2	97	-17	-4
33	O=C(NCc1ccncc1)c1ccc2nc(Cc3ccccc3F)oc2c1	0.2	-3	0.4	-13	-12	-9	-3	100	-13	-1
34	O=C(Nc1nnc([C@@H]2C[C@H](O)[C@@H](CO)O2)s1)Nc1ccccc1C(F)(F)F	0.2	0	0.1	-3	-1	.	14	105	1	-15
35	C=CCN1C(=O)C2(NNc3ccccc3O2)c2ccccc21 (configuration not stated)	9.8*	2	0.9	5	20	-2	2	337	-3	0
36	Cc1ccc(S(=O)(=O)N2CCCC(C(=O)NCc3ccccc3F)C2)cc1 (configuration not stated)	-2.3	0	0.1	-5	-6	-3	21	95	-14	4
37	Cc1onc(-c2c(Cl)cccc2Cl)c1C(=O)Nc1ccc2c(c1)OCCO2	-0.7	-3	0.4	-3	1	5	8	94	17	-5
38	Cc1nc2cc(C(F)(F)F)ccc2n1CCNc1nc(-c2ccc([N+](=O)[O-])c(Cl)c2)cs1	-0.8	3	0.4	0	-8	-2	5	96	5	3
39	O=C(COc1ccc(Cl)cc1)NC1=NN(c2ccccc2)C(=O)C1	1.9	0	0.0	1	-5	5	5	99	4	6
40	CC1CCC(NC(=O)CCNS(=O)(=O)c2ccc3c(c2)CCC(=O)N3)CC1 (configuration not stated)	-2.0	2	-0.1	46	3	-8	14	106	-4	-10
41	Cc1cc(C)c(C(=O)C[n+]2cccc(C(N)=O)c2)c(C)c1	-1.6	0	-0.1	-4	-2	.	2	104	19	4
42	CC(C(=O)N1CCOCC1)N1c2cccc3cccc(c23)S1(=O)=O (configuration not stated)	1.0	0	-0.1	-5	-3	-3	13	97	3	-2
43	CCCOc1ccc(S(=O)(=O)NNC(=O)c2cc3ccccc3o2)cc1	0.5	2	0.3	1	11	7	5	101	-4	-6
44	CCOC(=O)CSc1nc2cc(C(=O)OC)ccc2c(=O)n1CCN1CCOCC1	-0.6	3	-0.1	-4	-7	9	10	95	-13	-4
45	COc1ccccc1C(=O)OCn1nnc2ccccc2c1=O	-0.1	2	-0.2	-3	-2	-21	-1	98	.	-4
46	CC1CCC(NC(=O)C2CCN(c3nc4ccccc4s3)CC2)CC1 (configuration not stated)	-0.7	-3	0.1	8	-3	6	8	88	2	0
47	COc1ccc2c3n([n+]([O-])c2c1)CCN=C3c1cc(Cl)c(N)c(Cl)c1	-1.2	-4	0.1	-3	-19	-5	-25	101	-3	5
48	N#CCSc1nc2ccccc2c(=O)n1CCC(=O)NC1CCCCC1	-0.3	0	0.0	-2	-11	-4	14	97	-12	2
49	COc1ccc2nc(-c3cccc(N)c3)[nH]c2c1	0.5	-7	-0.1	-2	-7	2	5	93	3	-2
50	O=C(NCCCCc1ccccc1)c1cccc([N+](=O)[O-])c1	-2.8	-4	0.7	5	5	-1	-4	99	-3	0

Going on with the list:
cpd	mol	MC4R barr agon	N-glyco inh	aDG glyco act	Exocytosis inh	NOD2 RIPK2 PPI	TLR9-MyD88 inh	MC4R antagonist	ABCB6 inh MLPCN	Vif inh	ABHD5 PLIN5 PPI
51	CCOC(=O)Cc1csc(NC(=O)c2csc(C)c2)n1	-2.7	0	0.4	0	-1	3	14	93	-3	1
52	O=C(OC1CC2CC1[C@H]1CCCCN1C2=O)N1CCC(c2ccccc2)CC1 (some centres not stated)	.	.	0.0	-3	-16	.	.	97	.	3
53	CCN(CC)CCn1c(/N=C/c2cc(Br)ccc2O)nc2ccccc21	-0.5	-1	-0.2	4	4	-7	0	101	5	0
54	O=C(CC(NC(=O)C(F)(F)F)c1ccccc1)Nc1nnc(CCc2ccccc2)s1 (configuration not stated)	-0.2	-1	-0.3	0	1	8	2	97	2	-1
55	CCOC(=O)CCCCCC(=O)Nc1ccc2c(c1)C(=O)N([C@@H](C)CO)C[C@H](C)[C@H](CN(C)S(=O)(=O)c1ccc(OC)cc1)OCCCC[C@H](C)O2	0.2	3	-0.2	3	-11	-4	8	95	-18	5
56	CC(=O)N(CC(=O)O)c1ccccc1C(=O)O	-0.2	0	0.2	-5	-7	6	-1	105	-2	4

Bioassay records: PubChem, several laboratories
